D2 antagonist: HTS Assay for Allosteric Antagonists of the Human D2 Dopamine Receptor: Primary Screen for Antagonists. actives 2% (n = 340,000). HEK293 TREx D2 cells, calcium flux, dopamine EC80. AID 485344, 2010. inhibition, % at 10 µM. D(2) dopamine receptor (Homo sapiens), P14416; in the data active = inhibition above about 30%; note: 0% is about no effect
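HEK293 T-REx D2 cells, tet-induced, calcium dye no-wash. Cpd pintool add, 180 s kinetic, then EC80 DA, 180 s kinetic. Ca flux read.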
RGS4 inhibitor: Inhibitors of Regulator of G Protein Signaling (RGS) 4: qHTS; Transcreener GDP fluorescence polarization, RGS4-accelerated GTP hydrolysis; Potency, µM (doses to about 114 µM), inactives show at the top dose activity change, negative = inhibition, hits mostly inhibitors; actives 0.039% (n = 390,000); AID 504845, 2011; note: potency is the fitted concentration of half-maximal effect; % is set by controls: 0 for no effect and ±100 for the full control effect; nearly all actives have a fitted effect of over 75% in size; some results filed as inactive show a strong effect at the top dose
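MLSMR compounds (23 nl, pin-transferred) preincubated 10 min at room temperature with a 500nM (2x) first reagent, then RGS4 at 900nM (2x) plus Transcreener GDP mix added; fluorescence polarization (620/688 nm) read before and after 90 min at 30 °C.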
GRP78 ERSR act: qHTS for Inducers of the Endoplasmic Reticulum Stress Response (ERSR) in Human Glioma: qHTS | U87-MG GRP78 promoter luciferase reporter, 16 h | Potency, µM, for the others: top-dose activation, most hits filed as activators | actives 0.02% (n = 420,000) | AID 602332, 2012; note: potency is the fitted concentration of half-maximal effect; series mostly up to about 76 µM; % of control where 0% means no effect; nearly all actives have a fitted effect of over 35% in size
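Stably transfected U87-MG glioma cells carrying a GRP78-based luciferase sensor; 16 h compound incubation. Luminescence end-point read 10 min after Bright-Glo addition at room temperature.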
12-LOX inh: Primary qHTS assay for inhibitors of human arachidonate 12S-lipoxygenase (ALOX12): Round 2. Potency, µM (top dose mostly 108 µM), inactives show top-dose activity change, negative = inhibition, usual class: inhibitors. actives 1.1% (n = 580,000). Polyunsaturated fatty acid lipoxygenase ALOX12 (Homo sapiens), P18054. purified 12hLO, xylenol orange hydroperoxide absorbance; note: potency is the fitted concentration of half-maximal effect; % is set by controls: 0 for no effect and ±100 for the full control effect
Target sequence (P18054 whole entry, looked up): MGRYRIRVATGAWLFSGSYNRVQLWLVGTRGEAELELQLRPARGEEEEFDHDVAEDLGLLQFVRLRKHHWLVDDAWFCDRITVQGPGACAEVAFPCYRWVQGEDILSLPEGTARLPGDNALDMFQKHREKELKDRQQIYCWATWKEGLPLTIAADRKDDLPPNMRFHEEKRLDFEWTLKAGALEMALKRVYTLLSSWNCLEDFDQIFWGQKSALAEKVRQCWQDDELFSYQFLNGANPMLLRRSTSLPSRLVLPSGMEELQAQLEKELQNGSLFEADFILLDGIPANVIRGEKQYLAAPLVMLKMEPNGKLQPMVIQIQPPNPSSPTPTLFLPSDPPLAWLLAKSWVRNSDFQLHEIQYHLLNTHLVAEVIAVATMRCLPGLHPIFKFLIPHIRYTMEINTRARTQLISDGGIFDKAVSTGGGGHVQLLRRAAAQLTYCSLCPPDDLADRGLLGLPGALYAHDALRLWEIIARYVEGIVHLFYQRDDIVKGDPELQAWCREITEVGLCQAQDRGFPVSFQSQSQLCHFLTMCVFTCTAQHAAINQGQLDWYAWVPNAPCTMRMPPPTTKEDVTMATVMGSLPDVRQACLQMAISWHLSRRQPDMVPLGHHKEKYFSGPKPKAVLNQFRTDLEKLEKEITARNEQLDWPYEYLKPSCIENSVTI
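Hydroperoxide product was detected by ferrous iron/xylenol orange as the 573 to 405 nm absorbance ratio. Arachidonic acid at 40 uM (final) was turned over for 30 min at room temperature by 150 nM human 12hLO, pH 7.0 Hepes buffer, after 15 min compound preincubation.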
LDHA inh: qHTS assay for inhibitors of human lactate dehydrogenase | activity change, % (values are at about 110 or 230 µM) | L-lactate dehydrogenase A chain (Homo sapiens), P00338 | AID 1347041, 2019 | actives 0.15% (n = 480,000) | purified LDHA, NADH/diaphorase-resazurin fluorescence; hits give low values; in the data active = activity change below about -30%; inconclusive = mostly about -25% to -30%;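 note: plate controls were DMSO wells for no effect and wells without enzyme for full effect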
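Remaining NADH was detected by diaphorase (0.133 mg/mL) converting 37 µM resazurin to fluorescent resorufin, read at 0 and 20 minutes. The preceding 5-minute room-temperature reaction used 2 nM LDHA, 0.2 mM sodium pyruvate and 0.06 mM NADH at pH 7.4.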
D2 agonist: HTS Assay for Allosteric Agonists of the Human D2 Dopamine Receptor: Primary Screen for Agonists. HEK293 T-REx D2 cells, calcium flux agonist mode. activation, % at 2 µM. actives 0.53% (n = 340,000);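 active = activation over 3 SD above normal in the single-dose calcium agonist read, cut at about 30% in these data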; note: 0% is about no effect
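Agonism is scored from calcium flux in a force-coupled, inducible HEK293 cell line expressing D2, read kinetically for 180 s after compound addition against dopamine controls.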
Vif-APOBEC3G blk: qHTS for Inhibitors of Vif-A3G Interactions: qHTS; Potency, µM (top dose mostly 46.1 µM), inactives show top-dose activity, negative = active, usual class: inhibitors; HeLa A3G-eYFP + Vif (tagged APOBEC3G with the HIV-1 protein that degrades it), YFP fluorescence, overnight; DNA dC->dU-editing enzyme APOBEC-3G (Homo sapiens), Q9HC16; AID 602310, 2012; actives 0.076% (n = 410,000);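 note: potency is the fitted concentration of half-maximal effect; % is set by controls: 0 for no effect and ±100 for the full control effect; nearly all actives have a fitted effect of over 60% in size; hits raise eYFP signal because A3G escapes Vif-driven loss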
Target sequence (Q9HC16 whole entry, looked up): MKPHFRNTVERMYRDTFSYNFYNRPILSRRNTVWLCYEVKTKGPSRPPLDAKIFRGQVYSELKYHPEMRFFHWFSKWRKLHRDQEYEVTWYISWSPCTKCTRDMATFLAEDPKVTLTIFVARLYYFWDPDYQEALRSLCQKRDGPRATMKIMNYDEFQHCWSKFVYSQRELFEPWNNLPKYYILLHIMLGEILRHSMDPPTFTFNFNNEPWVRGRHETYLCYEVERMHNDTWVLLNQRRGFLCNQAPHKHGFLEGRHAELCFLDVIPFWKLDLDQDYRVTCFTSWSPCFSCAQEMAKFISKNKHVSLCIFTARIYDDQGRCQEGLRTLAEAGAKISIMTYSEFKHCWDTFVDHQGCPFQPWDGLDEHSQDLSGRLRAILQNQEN
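Read-out is eYFP fluorescence (Ex 488/Em 500-530) from Vif-expressing HeLa A3G-eYFP cells; more signal means A3G escaped Vif-mediated degradation. Cells plated overnight, compound pinned in, incubated overnight at 37 deg C.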
Vif-A3F inh: qHTS for Inhibitors of Vif-A3F Interactions: qHTS. HeLa A3F-eYFP + Vif (tagged APOBEC3F with the HIV-1 protein that degrades it), YFP fluorescence increase. Potency, µM (series often up to 46.1 µM), inactives show top-dose activity, negative = active. actives 0.2% (n = 390,000). AID 602313, 2012; note: potency is the fitted concentration of half-maximal effect; % of control where 0% means no effect; nearly all actives have a fitted effect of over 65% in size
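HeLa cells stably expressing A3F-eYFP plus Vif, plated and incubated overnight at 37 deg C, then exposed to compounds overnight at 37 deg C. Blocked degradation read as raised yellow fluorescence (Ex 488/Em 500-530).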
ERG-DNA inh: qHTS for Small Molecule Inhibitors of the ERG Ets/DNA interaction. fluorescence polarization, His-ERG Ets domain / labelled DNA. Potency, µM (top dose mostly 76.9 µM), for the others: at the highest dose FP activity, negative = inhibition, most hits filed as inhibitors. Transcriptional regulator ERG (Homo sapiens), P11308. actives 0.028% (n = 370,000); active = well fitted inhibition curve with a large enough effect in the polarisation, with a control signal flat; inconclusive = small, poorly fitted or top-dose-only effect, or effect the other way, or a change in a side signal; inactive = no such curve, though single readings can be large or run the other way; the % refers to the polarisation;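 note: polarization taken with two DNA probes labelled with fluorescein and Texas red; potency is the fitted concentration of half-maximal effect; % of control where 0% means no effect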
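His-tagged ERG Ets domain (1 uM in the protein solution; 300mM KCl, 50mM Tris-HCl, 1mM EDTA, 1mM DTT, pH 7.5) received compound, then a probe mix of 5 nM fluorescein-DNA and 100nM Texas-615-DNA. Fluorescence polarization was read for both dyes.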
The depositor's hits bear a star; ? = inconclusive; . = not tested or not shown; & = joins results of further samples; [ ] = dose if it differs, or a comment. Unless noted, calls come from the whole dose curve; as a rule, active = well fitted curve in the direction sought with a large enough effect; inconclusive = small, poorly fitted or top-dose-only effect, or another doubt; inactive = no such curve, though single readings can be large; an effect the other way counts as inactive or inconclusive.

SMILES | D2 antagonist | RGS4 inhibitor | GRP78 ERSR act | 12-LOX inh | LDHA inh | D2 agonist | Vif-APOBEC3G blk | Vif-A3F inh | ERG-DNA inh
CCc1nc2c(OCc3ccc(OC)cc3)cccn2c1N(C)C(=O)c1ccc(OC)cc1 | . | . | -5% | -24% | -6 | . | -7% | . | .
O=C(CCSc1ccccc1)N1CCOCC1 | -12 | 48% | -9% | -17% | -4 | -0.9 | -2% | 6% | -16%
CC(=O)c1ccc(N2C(=O)N(Cc3ccccc3C#N)c3ccccc3S2(=O)=O)cc1 | . | -21% | -2% | -1% | 0 | 0.3 | -3% | -5% | 4%
CCOC(=O)c1c(-c2ccc(C)cc2)csc1NC(=O)c1cccc(N2C(=O)CCC2=O)c1 | 5 | 9% | 0% | 2% | -5 | 0.5 | -1% | -15% | 0%
CCN(CC(=O)Nc1cc(S(=O)(=O)N2CCOCC2)ccc1C)Cc1ccccc1 | -8 | 20% | -2% | -7% | 0 | 0.4 | -1% | 6% | 1%
CCCNC(=O)NC(C(=O)OC)C12CC3CC(CC(C3)C1)C2 (stereo not given) | -1 | 11% | -4% | 2% | -4 | -0.3 | -7% | 1% | -13%
COc1cc(C(=O)NCCc2ncccc2C)ccc1OC1CCN(C(C)=O)CC1 | 11 | 3% | -2% | -4% | -6 | 1.1 | -4% | 1% | -2%
NCCCC[C@H]1CN=C(N)N1CC1CCCCC1 | . | 4% | 7% | 6% | -6 | . | 3% | -10% | -4%
O=C(NCc1ccc2c(c1)OCO2)C(=O)NCC1CCCO1 (stereo not given) | 10 | 11% | -2% | ? | -11 | 0.1 | -5% | -11% | 2%
COC(=O)C1=C(C)NC(C)=C(C(=O)O[C@@H]2CCCN(Cc3ccccc3)C2)[C@@H]1c1cccc([N+](=O)[O-])c1 | . | 20% | -2%&-3% | ? | -12 | . | -3% | -3% | 7%
CON(C)C(=O)CC1(CN(Cc2ccccc2)C(=O)OC(C)(C)C)CCCCC1 | . | -16% | -5% | -9% | 1 | . | -5% | ? | 10%
CCOc1ccc(-n2c(=O)c3c(C)c(C)sc3n(CC(=O)N(CC)Cc3ccccc3)c2=O)cc1 | . | -15% | . | -20% | 0 | -1.0 | . | . | -5%
O=C(O)C1CCC(CN(Cc2cccc(Br)c2)C(=S)Nc2ccccc2F)CC1 (stereo not given) | 3 | 1% | -4% | -12% | -16 | 1.3 | 3% | 5% | -1%
COc1ccc(Cc2nnc(NC(=O)c3ccccc3[N+](=O)[O-])s2)cc1 | 4 | 5% | -1% | -2% | -5 | -0.1 | -8% | 1% | -4%
CCOC(=O)c1ccc(OS(=O)(=O)c2ccccc2)c(OC)c1 | 10 | ? | 2% | 2% | -5 | 0.0 | 0% | -13% | 2%
COc1ccc(Cn2c(=O)sc3ccccc3c2=O)cc1 | 0 | -27% | 2% | 1% | -4 | 0.3 | 1% | -6% | -14%
CN1CCN(CCCNC(=O)c2ccc(CS(=O)(=O)c3ccc(Br)cc3)o2)CC1 | -9 | 10% | 2% | 17%[57.4 µM] | -6 | 0.6 | 0% | -8% | 1%
Cc1ccc(NC(=O)CSc2nnc(Cc3ccccc3)o2)cc1 | 11 | 7% | 3% | 1% | -1 | -0.4 | -3% | 6% | 0%
Cc1cccc(C(=O)Nc2sc(C(=O)N3CCCC3)c(C)c2C#N)c1 | -15 | -48% | 4% | -5% | -1 | -1.5 | -11% | 5% | 1%
COc1ccc(NC(=O)CN(C)C(=O)C2=NN(c3ccccc3)C(=O)CC2)cc1 | 10 | -15% | 3% | -8% | -5 | 0.6 | -5% | 11% | 7%
CCCn1c2ccccc2c2cnn(CC(=O)N3CCC(C(=O)OCC)CC3)c(=O)c21 | . | 26% | 16% | -5% | -12 | 0.1 | 1% | -29% | 2%
Cc1ccccc1S(=O)(=O)N1CC(C(=O)O)=CC[C@H]1c1ccc(Cl)cc1 | -1 | 22% | -6% | -5% | -10 | -0.6 | -8% | 5% | -4%
Cc1cc2c(cc1C)NC(CC(=O)NCc1ccccc1)C(=O)N2 (stereo not given) | 6 | 4% | 0% | -23% | 7 | 0.6 | 3% | 28µM* | 7%
CN(C)c1ccc(C2Nc3ccccc3C(=O)N2NS(=O)(=O)c2ccccc2)cc1 (stereo not given) | 7 | -19% | 7% | ? | 0 | 0.2 | 0% | -5% | -5%
Cn1c(/C=C/c2ccccc2)nc2ccccc2c1=O | -11 | -5% | 1% | -1% | 0 | 0.8 | -10% | 4% | 3%

Ordered by length of the SMILES (ascending): some entries from above
SMILES | D2 antagonist | RGS4 inhibitor | GRP78 ERSR act | 12-LOX inh | LDHA inh | D2 agonist | Vif-APOBEC3G blk | Vif-A3F inh | ERG-DNA inh
NCCCC[C@H]1CN=C(N)N1CC1CCCCC1 | . | 4% | 7% | 6% | -6 | . | 3% | -10% | -4%
Cn1c(/C=C/c2ccccc2)nc2ccccc2c1=O | -11 | -5% | 1% | -1% | 0 | 0.8 | -10% | 4% | 3%
Cc1cccc(C(=O)Nc2sc(C(=O)N3CCCC3)c(C)c2C#N)c1 | -15 | -48% | 4% | -5% | -1 | -1.5 | -11% | 5% | 1%
CN(C)c1ccc(C2Nc3ccccc3C(=O)N2NS(=O)(=O)c2ccccc2)cc1 (stereo not given) | 7 | -19% | 7% | ? | 0 | 0.2 | 0% | -5% | -5%
CC(=O)c1ccc(N2C(=O)N(Cc3ccccc3C#N)c3ccccc3S2(=O)=O)cc1 | . | -21% | -2% | -1% | 0 | 0.3 | -3% | -5% | 4%

Later entries.
SMILES | D2 antagonist | RGS4 inhibitor | GRP78 ERSR act | 12-LOX inh | LDHA inh | D2 agonist | Vif-APOBEC3G blk | Vif-A3F inh | ERG-DNA inh
O=C(COc1ccccc1[N+](=O)[O-])Nc1cccc(Cl)c1N1CCOCC1 | -7 | 9% | -3% | 190%[activator] | -10 | 0.6 | ? | -14% | 5%
CCCCOc1ccc(C(=O)NCC(=O)N2CC(C)CC(C)C2)cc1 (stereo not given) | -36 | 1% | -3% | 24% | -2 | -1.3 | -8% | -6% | 12%
Cc1cccc(-c2nnc(SCC(=O)N3c4ccccc4CCc4ccccc43)n2C)c1 | -1 | 25% | -3% | ? | 1 | -1.0 | -1% | -8% | -18%
Cc1ccc(S(=O)(=O)NCc2ccc(C(=O)N3CCc4ccccc4C3)cc2)cc1 | 1 | 7% | -5% | -2% | -6 | -0.6 | 3% | -1% | -2%
CCOC(=O)C1CCCN(CCC(=O)Nc2ccccc2C)C1 (stereo not given) | 5 | -1% | -6% | 7% | -2 | -1.4 | 3% | 4% | 5%
CC1CCN(c2c(NCC3CCC(C(=O)NCc4ccccc4)CC3)c(=O)c2=O)CC1 (stereo not given) | 2 | -22% | -4% | 0%[57.4 µM] | 1 | -1.0 | -6% | -1% | 9%
COC(=O)[C@H]1C[C@@]2(O)CN(S(=O)(=O)c3ccc(C)cc3)C[C@@]2(OC(=O)NCc2ccccc2)C[C@H]1C(=O)OC | . | . | -1% | 11% | 4 | . | 3% | 0% | .
CCOc1ccc2c(c1)c1nnc(SCC3CCCO3)nc1n2C (stereo not given) | -14 | -52%[56.9 µM] | -2% | ? | -1 | -0.9 | -1% | -4% | 2%
CCOC(=O)c1c(S(=O)(=O)N2c3ccccc3CC2C)c(C)n(C)c1C (stereo not given) | 1 | -9% | 1% | -9% | -4 | -1.6 | 0% | -19% | 0%
Fc1ccc(-n2nnc(-c3cnc4ccccc4c3)n2)cc1 | -8 | -10% | -8% | ? | -3 | -0.7 | -1% | -4% | -25%
CC12CS(=O)(=O)CC1SC(=S)N2c1ccccn1 (stereo not given) | -3 | -43% | -7% | 1% | -3 | 1.0 | 2% | 5% | -8%
COc1ccc(CC(N)c2csc(Nc3cccc(OC)n3)n2)cc1 (stereo not given) | . | . | -7% | -12% | -4 | . | -20% | . | .
O=[N+]([O-])c1cccc(/C=C/c2nc(C=Nc3ccc4ccccc4c3)c(O)o2)c1 | . | -11% | -3% | -12% | 10 | . | 2% | -17% | 4%
CCCc1ncc(C(O)(c2ccccc2)c2ccc(C)cc2)n1C (stereo not given) | 3 | 12% | -6% | -4% | 0 | 2.6 | 1% | 4% | 2%
Cc1[nH]c2ccccc2c1C(=O)CN1CCN(C/C=C/c2ccccc2)CC1 | 80* | -9% | -6% | ? | 0 | 0.4 | -15% | 5% | -1%
Cc1ccc(-c2cc(-c3ccccc3)nc(N/N=C/c3cccnc3)n2)cc1 | . | -4% | 2% | 6% | -10 | . | 1% | 1% | 0%
Nc1nc(Nc2cccc(Cl)c2)nc(NCc2ccco2)c1[N+](=O)[O-] | 5 | -33% | -7% | ? | 1 | -0.1 | ? | 16% | 12%
COc1ccccc1-n1c([S-])c(C(=O)Nc2ccccc2C(F)(F)F)[n+]2ccc(C(=O)NCCO)cc12 | 6 | -33% | 1% | -11% | 5 | -0.7 | -4% | 10% | 7%

Some of the compounds tested; rates above refer to the full screens.
